GSTO1 inh – inhibitors of recombinant GSTO1, primary screen, counter-screen for RBBP9 inhibitor project, biochemical, fluorescence polarization. Glutathione S-transferase omega-1 (Homo sapiens), P78417. activity-based probe fluorescence polarization. inhibition, % at 5.96 µM. actives 1.1% (n = 300,000). AID 1974, 2009;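 active means inhibition above the campaign mean inhibition plus 3 SD, cut at about 35% in these data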;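 further: 0% = GSTO1-1 with DMSO and 100% = wells lacking GSTO1-1 enzyme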
PAFAH2 inh – PAFAH2 enzyme inhibitors, primary screen, biochemical, fluorescence polarization, human | Platelet-activating factor acetylhydrolase 2, cytoplasmic (Homo sapiens), Q99487 | recombinant PAFAH2, FP-rhodamine activity probe | inhibition, % at 3.39 µM | actives 0.99% (n = 340,000) | AID 492956, 2010;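 active means inhibition above the mean over all tested compounds plus 3 SD, cut at about 30% in these data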;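 further: inhibitors block probe labeling of enzyme so polarization drops; 0% = enzyme with DMSO and 100% = wells lacking PAFAH2 protein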
pPAFAH FP inh – pPAFAH enzyme inhibitors, primary screen, biochemical, fluorescence polarization, human. recombinant pPAFAH, FP-rhodamine probe fluorescence polarization. Platelet-activating factor acetylhydrolase (Homo sapiens), Q13093. actives 1.5% (n = 330,000). AID 463082, 2010. inhibition, % at 3.39 µM;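 active means inhibition above the mean inhibition across the screen plus 3 SD, cut at about 25% in these data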;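 further: inhibitors block binding of the rhodamine activity-based probe so polarization drops; 0% = enzyme with DMSO and 100% = wells lacking pPAFAH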
Target sequence (Q13093 whole entry, looked up): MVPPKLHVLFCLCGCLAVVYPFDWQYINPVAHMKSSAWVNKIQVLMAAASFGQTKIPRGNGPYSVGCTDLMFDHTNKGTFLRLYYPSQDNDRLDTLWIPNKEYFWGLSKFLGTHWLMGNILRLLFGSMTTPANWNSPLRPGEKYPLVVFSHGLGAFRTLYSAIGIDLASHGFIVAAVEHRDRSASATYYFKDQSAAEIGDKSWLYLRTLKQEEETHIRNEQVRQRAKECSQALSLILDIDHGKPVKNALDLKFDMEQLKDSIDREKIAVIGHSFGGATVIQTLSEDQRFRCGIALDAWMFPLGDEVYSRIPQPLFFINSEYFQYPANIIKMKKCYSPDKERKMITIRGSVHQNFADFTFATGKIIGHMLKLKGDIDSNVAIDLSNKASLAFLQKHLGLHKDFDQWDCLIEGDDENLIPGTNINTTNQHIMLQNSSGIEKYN
PAFAH1B3 inh – PAFAH1B3 enzyme inhibitors, primary screen, biochemical, fluorescence polarization, human | Platelet-activating factor acetylhydrolase IB subunit alpha1 (Homo sapiens), Q15102 | inhibition, % at 3.39 µM | AID 492972, 2010 | recombinant PAFAH1B3, FP-rhodamine probe | actives 0.28% (n = 340,000);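 active means inhibition above the screen-wide average of all tested compounds plus 3 SD, cut at about 25% in these data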;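 further: 0% = enzyme with DMSO only and 100% = wells lacking PAFAH1B3 protein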
Target sequence (Q15102 whole entry, looked up): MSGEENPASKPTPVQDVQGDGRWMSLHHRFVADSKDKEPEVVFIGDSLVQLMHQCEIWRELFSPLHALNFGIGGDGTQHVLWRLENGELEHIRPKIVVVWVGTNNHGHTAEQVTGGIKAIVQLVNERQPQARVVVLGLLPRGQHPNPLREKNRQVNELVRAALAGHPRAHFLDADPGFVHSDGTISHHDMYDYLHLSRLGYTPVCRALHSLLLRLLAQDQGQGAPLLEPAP
PME-1 primary – PME-1 inhibitors via competitive probe labeling, primary screen, biochemical, fluorescence polarization, FP-Rh probe, HTS | actives 0.53% (n = 320,000) | Protein phosphatase methylesterase 1 (Homo sapiens), Q9Y570 | recombinant PME-1 | inhibition, % at 5.9 µM;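 active means inhibition above the campaign mean of all compounds plus 3 SD, cut at about 26% in these data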;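 further: competitive labeling of PME-1 active site by serine hydrolase directed probe; 0% = PME-1 with DMSO and 100% = wells lacking PME-1 enzyme; inhibitors block probe labeling so polarization falls and inhibition rises; many of its hits are not listed in these tables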
Target sequence (Q9Y570 whole entry, looked up): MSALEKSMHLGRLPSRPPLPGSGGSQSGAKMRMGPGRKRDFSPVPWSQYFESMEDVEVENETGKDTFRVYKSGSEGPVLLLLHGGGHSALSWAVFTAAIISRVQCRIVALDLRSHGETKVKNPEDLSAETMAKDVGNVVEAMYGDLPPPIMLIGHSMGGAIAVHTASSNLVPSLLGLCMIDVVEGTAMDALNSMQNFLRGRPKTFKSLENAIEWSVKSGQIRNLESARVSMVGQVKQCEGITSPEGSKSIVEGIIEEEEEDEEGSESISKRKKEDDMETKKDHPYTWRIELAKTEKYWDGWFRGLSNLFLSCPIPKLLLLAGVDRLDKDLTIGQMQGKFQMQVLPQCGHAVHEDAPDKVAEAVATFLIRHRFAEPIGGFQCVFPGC
LYPLA2 inh – LYPLA2 inhibitors, primary screen, counter-screen for PME1 inhibitor project, biochemical, fluorescence polarization, FP-Rh probe ABPP; actives 0.38% (n = 320,000); AID 2177, 2009; inhibition, % at 5.9 µM; recombinant LYPLA2;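 active means inhibition above the screen-wide mean plus 3 SD, limit set per campaign, cut at about 26% in these data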;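 further: 0% = LYPLA2 with DMSO and 100% = wells lacking LYPLA2 enzyme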
LYPLA1 inh – LYPLA1 inhibitors, primary screen, counter-screen for PME1 inhibitor project, biochemical, fluorescence polarization, FP-Rh probe ABPP; Acyl-protein thioesterase 1 (Homo sapiens), O75608; actives 0.16% (n = 320,000); recombinant LYPLA1; inhibition, % at 5.9 µM;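 active means inhibition above the mean of all tested compounds plus 3 SD, set per campaign, cut at about 14% in these data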;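 further: inhibitors block serine hydrolase probe labeling of LYPLA1 so polarization falls; 0% = enzyme with DMSO and 100% = wells lacking LYPLA1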
PAD4 FP inh – human PAD4 inhibitors, primary screen, biochemical, fluorescence polarization, 1536-well format | inhibition, % at 6.36 µM | actives 0.41% (n = 330,000) | AID 485272, 2010 | Protein-arginine deiminase type-4 (Homo sapiens), Q9UM07 | recombinant PAD4, RCA probe fluorescence polarization;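 active means percent inhibition above a cutoff equal to the mean of all tested compounds plus 3 SD, cut at about 15% in these data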;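 further: 0% = PAD4 with RCA probe and DMSO and 100% = probe without PAD4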
PAFAH1B2 inh – PAFAH1B2 enzyme inhibitors, primary screen, biochemical, fluorescence polarization, human | AID 492953, 2010 | actives 1.2% (n = 340,000) | recombinant PAFAH1B2, FP-rhodamine activity probe | inhibition, % at 3.39 µM | Platelet-activating factor acetylhydrolase IB subunit alpha2 (Homo sapiens), P68402;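 active means inhibition above the mean of all tested compounds plus 3 SD, cut at about 24% in these data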;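 further: 0% = enzyme with DMSO and 100% = wells lacking PAFAH1B2; many of its hits are not listed in these tables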
Numbers without * were called inactive.

How did CCOC(=O)CSc1nc2cc(C(=O)OC)ccc2c(=O)n1CCN1CCOCC1 do in these assays?
GSTO1 inh: 2.4; PAFAH2 inh: -5.8; pPAFAH FP inh: 6.6; PAFAH1B3 inh: -0.4; PME-1 primary: -3.0; LYPLA2 inh: -3.4; LYPLA1 inh: -4.9; PAD4 FP inh: -1.8; PAFAH1B2 inh: 0.7

How did Oc1ccc(/C=N/N=C/c2ccc(O)cc2)cc1 do in these assays?
GSTO1 inh: -7.5; PAFAH2 inh: 0.7; pPAFAH FP inh: -2.9; PAFAH1B3 inh: 2.1; PME-1 primary: 4.4; LYPLA2 inh: -5.9; LYPLA1 inh: 0.3; PAD4 FP inh: -5.1; PAFAH1B2 inh: 5.2

Results for Cc1ccnc(NC(=O)C(C)N2C(=O)c3ccccc3C2=O)c1 (stereo not given) ?
GSTO1 inh: 4.0; PAFAH2 inh: -12.6; pPAFAH FP inh: 7.8; PAFAH1B3 inh: 4.9; PME-1 primary: 3.4; LYPLA2 inh: 5.1; LYPLA1 inh: 0.4; PAD4 FP inh: -4.2; PAFAH1B2 inh: 1.6

Results for CCOc1ccc(C(=O)NCCn2cc(SCC(=O)Nc3cc(C)on3)c3ccccc32)cc1 ?
GSTO1 inh: -4.2; PAFAH2 inh: -1.2; pPAFAH FP inh: -5.5; PAFAH1B3 inh: -2.6; PME-1 primary: 2.2; LYPLA2 inh: 2.6; LYPLA1 inh: 2.0; PAD4 FP inh: -5.5; PAFAH1B2 inh: 3.4

What do the screens show for `CCCn1c(NCc2ccco2)nc2ccccc21`?
GSTO1 inh: 8.8; PAFAH2 inh: 3.4; pPAFAH FP inh: 0.1; PAFAH1B3 inh: 2.5; PME-1 primary: 1.0; LYPLA2 inh: -0.9; LYPLA1 inh: -3.8; PAD4 FP inh: -4.9; PAFAH1B2 inh: 5.3

What do the screens show for `Cc1[nH]c2ccccc2c1C(=O)C(C)OC(=O)c1ccc(Cl)nc1` (stereo not given)?
GSTO1 inh: -0.1; PAFAH2 inh: -1.9; pPAFAH FP inh: 3.9; PAFAH1B3 inh: 9.6; PME-1 primary: -0.7; LYPLA2 inh: -5.0; LYPLA1 inh: -0.5; PAD4 FP inh: -1.5; PAFAH1B2 inh: 3.2

Results for Cn1cc(CN2CCC(CO)(CCCc3ccccc3)CC2)c(-c2ccccc2)n1 ?
GSTO1 inh: -7.9; PAFAH2 inh: 1.1; pPAFAH FP inh: -1.9; PAFAH1B3 inh: 6.5; PME-1 primary: 1.0; LYPLA2 inh: 2.0; LYPLA1 inh: 1.9; PAD4 FP inh: -0.7; PAFAH1B2 inh: 2.2

How did CN(C)c1ccc(-c2nnc(-c3cccs3)o2)cc1 do in these assays?
GSTO1 inh: 2.6; PAFAH2 inh: 1.1; pPAFAH FP inh: 6.5; PAFAH1B3 inh: 0.5; PME-1 primary: 3.7; LYPLA2 inh: 4.6; LYPLA1 inh: 2.0; PAD4 FP inh: -7.5; PAFAH1B2 inh: 2.3

How did CCn1c(=O)c(C(=O)NC(C)C)c(O)c2ccccc21 do in these assays?
GSTO1 inh: 3.2; PAFAH2 inh: -5.6; pPAFAH FP inh: -2.2; PAFAH1B3 inh: 5.5; PME-1 primary: 1.2; LYPLA2 inh: 0.9; LYPLA1 inh: -0.8; PAD4 FP inh: -4.5; PAFAH1B2 inh: 2.5

Results for CCOC(=O)N1CCN(c2c(NCc3ccccc3Cl)c(=O)c2=O)CC1 ?
GSTO1 inh: -9.7; PAFAH2 inh: -2.8; pPAFAH FP inh: 4.6; PAFAH1B3 inh: 8.5; PME-1 primary: -5.2; LYPLA2 inh: -2.4; LYPLA1 inh: 2.2; PAD4 FP inh: -3.3; PAFAH1B2 inh: 1.3

What do the screens show for `C=CCO/N=C(/CCC)C1=C(N)CC(C)(C)CC1=O`?
GSTO1 inh: 0.8; PAFAH2 inh: -2.1; pPAFAH FP inh: 1.8; PAFAH1B3 inh: -0.1; PME-1 primary: -1.0; LYPLA2 inh: 0.3; LYPLA1 inh: -0.5; PAD4 FP inh: -7.7; PAFAH1B2 inh: -2.7

How did Cc1ccc(NC(=O)COc2nc(C)cs2)cc1 do in these assays?
GSTO1 inh: 0.1; PAFAH2 inh: -4.1; pPAFAH FP inh: -2.3; PAFAH1B3 inh: -2.6; PME-1 primary: -2.2; LYPLA2 inh: 7.1; LYPLA1 inh: 1.0; PAD4 FP inh: -3.4; PAFAH1B2 inh: -3.5

Continued; it opens with the two that closed the last part.
What do the screens show for `C=CCO/N=C(/CCC)C1=C(N)CC(C)(C)CC1=O`?
GSTO1 inh: 0.8; PAFAH2 inh: -2.1; pPAFAH FP inh: 1.8; PAFAH1B3 inh: -0.1; PME-1 primary: -1.0; LYPLA2 inh: 0.3; LYPLA1 inh: -0.5; PAD4 FP inh: -7.7; PAFAH1B2 inh: -2.7

How did Cc1ccc(NC(=O)COc2nc(C)cs2)cc1 do in these assays?
GSTO1 inh: 0.1; PAFAH2 inh: -4.1; pPAFAH FP inh: -2.3; PAFAH1B3 inh: -2.6; PME-1 primary: -2.2; LYPLA2 inh: 7.1; LYPLA1 inh: 1.0; PAD4 FP inh: -3.4; PAFAH1B2 inh: -3.5

What do the screens show for `CCc1ccc(NC(=O)CCS(=O)(=O)c2ccc(Cl)cc2)cc1`?
GSTO1 inh: 3.4; PAFAH2 inh: -9.3; pPAFAH FP inh: -3.3; PAFAH1B3 inh: -0.6; PME-1 primary: -0.8; LYPLA2 inh: -5.5; LYPLA1 inh: -5.5; PAD4 FP inh: 5.4; PAFAH1B2 inh: 12.5

Results for COc1ccc(-n2nc3c(N4CCC(C(=O)NCC(C)c5ccccc5)CC4)nnc(C)c3c2C)cc1 (stereo not given) ?
GSTO1 inh: 0.8; PAFAH2 inh: -3.6; pPAFAH FP inh: 6.6; PAFAH1B3 inh: -3.8; PME-1 primary: 6.3; LYPLA2 inh: -0.6; LYPLA1 inh: -0.4; PAD4 FP inh: -0.8; PAFAH1B2 inh: 9.3

What do the screens show for `Cc1ccc(Sc2nnc(-c3ccccc3)cc2C#N)cc1`?
GSTO1 inh: -2.0; PAFAH2 inh: 0.1; pPAFAH FP inh: 1.8; PAFAH1B3 inh: -4.8; PME-1 primary: -4.1; LYPLA2 inh: -0.9; LYPLA1 inh: -1.6; PAD4 FP inh: -2.7; PAFAH1B2 inh: 0.2

Results for CCCn1c(SCC(=O)c2cc(OC)ccc2OC)nnc1C(C)C ?
GSTO1 inh: -9.9; PAFAH2 inh: -1.0; pPAFAH FP inh: -0.6; PAFAH1B3 inh: 6.7; PME-1 primary: -2.7; LYPLA2 inh: 4.9; LYPLA1 inh: 2.3; PAD4 FP inh: -0.1; PAFAH1B2 inh: 0.2

How did CCCC(=O)NC(c1ccc(C(C)C)cc1)c1ccc2cccnc2c1O (stereo not given) do in these assays?
GSTO1 inh: -1.6; PAFAH2 inh: 3.0; pPAFAH FP inh: 24.4; PAFAH1B3 inh: 10.5; PME-1 primary: 1.2; LYPLA2 inh: -1.1; LYPLA1 inh: -0.7; PAD4 FP inh: -2.2; PAFAH1B2 inh: 7.8

How did C/C(CC(=O)Nc1ccc2c(c1)OCCO2)=N\NC(=O)C(=O)Nc1ccccc1C do in these assays?
GSTO1 inh: 4.5; PAFAH2 inh: 5.0; pPAFAH FP inh: 3.8; PAFAH1B3 inh: 0.9; PME-1 primary: -9.5; LYPLA2 inh: 4.0; LYPLA1 inh: -0.7; PAD4 FP inh: 3.3; PAFAH1B2 inh: -4.9

How did Cc1ccc(C2(c3ccc(C)cc3)NC(=O)N(CC(N)=O)C2=O)cc1 do in these assays?
GSTO1 inh: -3.5; PAFAH2 inh: 5.5; pPAFAH FP inh: 3.2; PAFAH1B3 inh: 6.4; PME-1 primary: -5.0; LYPLA2 inh: 6.0; LYPLA1 inh: 1.8; PAD4 FP inh: 0.7; PAFAH1B2 inh: 0.4

What do the screens show for `CSc1ccc(/C=C(/Sc2nnc(-c3ccccc3)o2)C(=O)O)cc1`?
GSTO1 inh: 34.3; pPAFAH FP inh: 3.5; PME-1 primary: -1.4; LYPLA2 inh: 3.2; LYPLA1 inh: -1.8; PAD4 FP inh: 2.9

How did CC(C)N(C(=O)CSc1nnc(CN2CCCCCC2=O)n1-c1ccccn1)C(C)C do in these assays?
GSTO1 inh: 8.2; PAFAH2 inh: -0.6; pPAFAH FP inh: -3.6; PAFAH1B3 inh: 0.9; PME-1 primary: -4.2; LYPLA2 inh: -6.2; LYPLA1 inh: -1.6; PAD4 FP inh: -7.5; PAFAH1B2 inh: -3.7

How did O=C(Nc1ccc(NC(=O)c2cccc([N+](=O)[O-])c2)cc1)c1cccc([N+](=O)[O-])c1 do in these assays?
GSTO1 inh: -0.6; PAFAH2 inh: 2.9; pPAFAH FP inh: 4.9; PAFAH1B3 inh: 4.0; PME-1 primary: -3.0; LYPLA2 inh: 0.2; LYPLA1 inh: -1.9; PAD4 FP inh: -1.3; PAFAH1B2 inh: -2.7

Results for CCCn1c(N)c(C(=O)CSc2nc3ncc(Cl)cc3[nH]2)c(=O)n(C)c1=O ?
PAFAH2 inh: -35.2; pPAFAH FP inh: 3.9; PAFAH1B3 inh: -45.4; PME-1 primary: 2.7; LYPLA2 inh: -1.0; LYPLA1 inh: -1.4; PAD4 FP inh: 1.5; PAFAH1B2 inh: -27.8

How did COc1ccc(C(=O)O/N=C(\N)Cc2ccc(Cl)c(Cl)c2)cc1OC do in these assays?
GSTO1 inh: 0.6; PAFAH2 inh: 90.3*; pPAFAH FP inh: 8.9; PAFAH1B3 inh: -3.1; PME-1 primary: -7.3; LYPLA2 inh: -3.7; LYPLA1 inh: -7.0; PAD4 FP inh: 4.8; PAFAH1B2 inh: -6.1

Results for Cc1n[nH]c(=O)c2c(NC(=O)COC(=O)COc3cccc(Br)c3)oc(C)c12 ?
GSTO1 inh: 9.9; PAFAH2 inh: 6.3; pPAFAH FP inh: 1.0; PAFAH1B3 inh: 7.3; PME-1 primary: -0.6; LYPLA2 inh: 5.0; LYPLA1 inh: 2.2; PAD4 FP inh: -3.5; PAFAH1B2 inh: 5.0

What do the screens show for `Cc1noc(C)c1COc1ccccc1C(=O)N1CCN(c2cccc(C(F)(F)F)c2)CC1`?
PAFAH2 inh: 5.4; pPAFAH FP inh: -0.2; PAFAH1B3 inh: 3.8; PME-1 primary: -3.1; LYPLA2 inh: -0.2; LYPLA1 inh: -0.3; PAD4 FP inh: -6.6; PAFAH1B2 inh: 5.0

Results for COc1ccc(-c2cc(C(=O)NC3CC3)c3ccccc3n2)cc1 ?
GSTO1 inh: -3.3; PAFAH2 inh: 4.3; pPAFAH FP inh: 4.2; PAFAH1B3 inh: 5.6; PME-1 primary: 1.4; LYPLA2 inh: 2.5; LYPLA1 inh: 3.6; PAD4 FP inh: -4.1; PAFAH1B2 inh: 1.2

Screening data as filed in PubChem.

This is a subset; rates above refer to the full screens.
